Screening results: PubChem, National Center for Advancing Translational Sciences (NCATS)
Tau ThT inhib: blocks human tau fibril formation measured by thioflavin T; P10636; actives 2.1% (n = 270,000); AID 1460; Potency, µM (highest dose often 57.4 µM), for the others: top-dose activity, negative = inhibition, usual class: inhibitors; recombinant tau K18 P301L, heparin-induced fibrillization, ThT fluorescence; note: nearly all actives have a fitted effect of over 55% in size
Target sequence (P10636 561-689 P618L limits assumed): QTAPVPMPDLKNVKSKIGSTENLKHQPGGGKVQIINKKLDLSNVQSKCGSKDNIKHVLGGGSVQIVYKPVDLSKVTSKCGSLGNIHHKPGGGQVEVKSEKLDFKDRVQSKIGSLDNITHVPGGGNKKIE
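Using a mix of unlabeled (15 uM) and Alexa 594-labeled (0.24 uM) tau K18 P301L, heparin-triggered fibrillization over 6 hr at 37 C was scored by ThT fluorescence.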
TRb-SRC2 inh: inhibitors of human thyroid hormone receptor beta-SRC2 interaction. Potency, µM (titrated, usually from 106 µM), for inactives: top-dose activity change, negative = inhibition, usual class: inhibitors. actives 0.065% (n = 280,000). TRbeta-SRC2 peptide binding, fluorescence polarization; receptor liganded with 1 µM T3. P10828;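 note: plate controls were bound peptide for no effect and peptide without receptor for full effect; nearly all actives have a fitted effect of over 50% in size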
Target sequence (P10828 whole entry, looked up): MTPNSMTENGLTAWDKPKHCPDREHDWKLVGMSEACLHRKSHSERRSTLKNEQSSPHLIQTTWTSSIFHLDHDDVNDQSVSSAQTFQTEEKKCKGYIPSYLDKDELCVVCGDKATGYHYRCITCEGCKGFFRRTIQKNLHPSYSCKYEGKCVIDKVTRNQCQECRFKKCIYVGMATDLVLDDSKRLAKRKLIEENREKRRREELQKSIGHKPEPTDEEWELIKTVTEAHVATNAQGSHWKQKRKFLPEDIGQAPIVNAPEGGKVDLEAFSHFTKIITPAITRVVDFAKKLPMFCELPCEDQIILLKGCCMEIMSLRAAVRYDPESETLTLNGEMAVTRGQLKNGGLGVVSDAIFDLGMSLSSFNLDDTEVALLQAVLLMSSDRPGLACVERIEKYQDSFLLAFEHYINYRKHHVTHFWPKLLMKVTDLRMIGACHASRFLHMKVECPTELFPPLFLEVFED
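Each compound concentration gave % activity, normalized to unbound and bound Texas Red SRC2 controls, from polarization read after 5 hr ambient incubation with T3-loaded human TRb LBD.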
RGS12 GoLoco inh: inhibitors of human Gai1-RGS12 GoLoco interaction (red fluorophore); P63096; Gai1:RGS12 GoLoco peptide FP, rhodamine, 10 min; Potency, µM (top dose mostly 61.6 µM), inactives show at the top dose activity, negative = inhibition, most hits filed as inhibitors; actives 0.44% (n = 230,000); AID 880; active = well fitted inhibition curve with a large enough effect, not every such curve was filed as active; inactive = no such curve, though single readings can be large or run the other way; note: nearly all actives have a fitted effect of over 30% in size; many of its hits are not listed in these tables
Target sequence (P63096 whole entry, looked up): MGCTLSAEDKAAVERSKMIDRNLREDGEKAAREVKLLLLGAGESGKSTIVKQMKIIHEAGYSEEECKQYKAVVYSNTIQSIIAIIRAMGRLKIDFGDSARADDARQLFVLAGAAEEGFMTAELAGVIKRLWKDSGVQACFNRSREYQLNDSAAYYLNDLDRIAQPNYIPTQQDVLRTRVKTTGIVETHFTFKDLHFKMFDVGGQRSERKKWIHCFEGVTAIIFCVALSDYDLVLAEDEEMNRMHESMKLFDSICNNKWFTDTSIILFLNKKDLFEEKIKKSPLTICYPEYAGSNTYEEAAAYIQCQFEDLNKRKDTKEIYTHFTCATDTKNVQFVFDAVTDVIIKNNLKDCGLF
JMJD2E inh: blocks human JMJD2E demethylase activity | Potency, µM (series often up to 57.1 µM), for the others: at the highest dose activity change, negative = inhibition, actives largely listed as inhibitors | AID 2147 | JMJD2E catalytic domain, FDH-coupled NADH fluorescence (FDH is formaldehyde dehydrogenase) | actives 1.6% (n = 230,000) | B2RXH2; active = well fitted inhibition curve with a large enough effect, not every such curve was filed as active; inconclusive = small, poorly fitted or top-dose-only effect, or another doubt; inactive = no such curve, though single readings can be large or run the other way;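 note: 0% = wells with enzyme and -100% = buffer wells without enzyme; nearly all actives have a fitted effect of over 50% in size; many of its hits are not listed in these tables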
RECQ1 helicase: blocks DNA unwinding by human RECQ1; P46063; AID 2549; RECQ1 DNA unwinding, red fluorescence kinetic read; actives 0.54% (n = 240,000); Potency, µM (doses to about 57.3 µM), inactives show top-dose activity, negative = inhibition, hits mostly inhibitors;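 note: plate controls were vehicle for no effect and no enzyme for full effect; nearly all actives have a fitted effect of over 30% in size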
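50 nM RECQ1T1 preincubated 15 min with compound in Tris pH 8.0 buffer with MgCl2, DTT, Tween-20 and 2.5 ug/ml poly(dI-dC); started with 200 nM TAMRA/BHQ-2 forked duplex and 2 mM ATP. Unwinding read as fluorescence (525/598 nm), two reads 2 h apart.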
Tau fibril FP: inhibitors of human tau fibril formation; P10636; AID 1468; actives 0.39% (n = 280,000); K18 P301L tau heparin fibrillization, Alexa594 FP, 6 h; Potency, µM (doses to about 57.7 µM), inactives show top-dose activity, negative = inhibition, hits mostly inhibitors; note: nearly all actives have a fitted effect of over 55% in size
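Human tau K18 […] P301L fragment, 15 uM unlabeled plus 0.24 uM Alexa 594-labeled tau (final), with compound and 20 uM heparin in 100 mM sodium acetate pH 7; 6 hr at 37 C, then Alexa 594 FP read.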
L3MBTL1 inh: blocks human L3MBTL1. AlphaScreen L3MBTL1–H3K9me1 peptide binding. AID 485360. actives 0.66% (n = 230,000). Potency, µM (doses to about 57.1 µM), for the others: at the top dose activity, negative = inhibition, most hits filed as inhibitors; note: nearly all actives have a fitted effect of over 60% in size
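AlphaScreen assay: L3MBTL1 (50 nM final) was preincubated 30 min at room temperature with biotinylated H3(1-15)K9me1 peptide (75 nM final), then 30 min with library compounds; streptavidin donor and nickel chelate acceptor beads (10 ug/mL final) added, 30 min dark.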
TR SRC2 fluor cs: Texas Red fluorescence interference in TRb-SRC2 counter-screen. TRb/SRC2 Texas Red total fluorescence interference. Potency, µM (series often up to 106 µM), without a hit: at the top dose fluorescence change, negative = quenching. actives 0.29% (n = 280,000); active = well fitted curve in either direction with a large enough effect; inconclusive = small, poorly fitted or top-dose-only effect
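Flags fluorescent or light-absorbing compounds by total fluorescence, S + 2P, at 555 nm excitation and 632 nm emission. Mixture: 20 nM Texas Red SRC2 peptide, 0.6 uM human TRb LBD, 1 uM T3, 5% DMSO; compound exposure 5 h at ambient temperature.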
The depositor's hits bear a star; i = inactive; ? = inconclusive; · = no result given; [ ] = dose if it differs, or a comment. Unless noted, calls come from the whole dose curve; as a rule, active = well fitted curve in the direction sought with a large enough effect; inconclusive = small, poorly fitted or top-dose-only effect, or another doubt; inactive = no such curve, though single readings can be large; an effect the other way counts as inactive or inconclusive. Unless noted, % is set by controls: 0 for no effect and ±100 for the full control effect; potency is the fitted concentration of half-maximal effect.

SMILES | Tau ThT inhib | TRb-SRC2 inh | RGS12 GoLoco inh | JMJD2E inh | RECQ1 helicase | Tau fibril FP | L3MBTL1 inh | TR SRC2 fluor cs
CCOC(=O)N1CCc2c(sc(NC(=O)Cc3ccccc3)c2C(=O)c2ccc(OC)cc2)C1 | -9% | 0% | -1% | 0% | -22% | -4% | -29% | -3%
COc1cc2c(cc1OC)C1(CCCC1)C(N)=C2C#N | -7% | -2% | 6% | 9% | -2% | 8% | ? | -6%
CCc1nnc(NC(=O)c2ccc(Cl)c(S(=O)(=O)N3CCc4ccccc43)c2)s1 | -2% | -1% | 14% | 3% | -25% | -14% | · | -6%
O=C(COc1ccccc1)NCC(c1cccs1)S(=O)(=O)c1ccc(Cl)cc1 (centres undefined) | ? | -3% | · | · | · | -7% | · | 0%
CN(C)S(=O)(=O)c1ccc(C(=O)NCCSc2ccccc2)cc1 | 19% | -2% | -15% | -3% | 3% | 7% | · | -4%
CCOC1Cc2ccccc2N(C(N)=O)c2ccccc21 (centres undefined) | -15% | 0% | 2% | -1% | -14% | -5% | · | -1%
Clc1ccc(-n2ncc3c(NCc4cccs4)ncnc32)cc1 | -8% | 3% | 5% | 7% | -13% | 7% | 2% | -1%
O=c1c2oc3ccccc3c2n(Cc2ccccc2F)c(=O)n1Cc1ccco1 | 9% | 4% | · | · | · | -2% | · | -1%
COc1ccc(CCNc2nc3c(c(=O)n(C)c(=O)n3C)n2Cc2ccc(F)cc2)cc1OC | -11% | 0% | · | · | · | 15% | · | -3%
CCCCN(C)C(=O)CC(NS(=O)(=O)c1ccc(NC(C)=O)cc1)C(C)C (centres undefined) | -1% | 8% | -7% | 7% | -7% | 4% | · | -1%
CCCn1c(SCC(N)=O)nnc1-c1ccco1 | 10% | -6% | 2% | -5% | -2% | -5% | 4% | -1%
CCOCCCn1c(SCC(=O)Nc2cc(C)ccc2C)nc2c(oc3ccccc32)c1=O | 6% | -7% | · | · | · | 2% | · | -1%
CCOC(=O)c1c(N)sn(-c2ccccc2)c1=S | -10% | -7% | -1% | -2% | -15% | -4% | -15% | 0%
COc1ccc(S(=O)(=O)NCC2CCC(C(=O)N3CCC4(CC3)OCCO4)CC2)cc1 (centres undefined) | -13% | 0% | 7% | 6% | -6% | 6% | 2% | 2%
CCn1c(SCC(=O)NCCc2ccccc2)nnc1-c1cccs1 | -4% | -4% | -1% | 2% | 0% | 6% | -7% | -1%
COC(=O)c1cc(NC(=O)Nc2cccc(Cl)c2)ccc1Cl | ? | 4% | -10% | -1% | -26% | 7.9µM* | 25% | -7%
CCCCN1C(C)=CC(=C2C(=O)c3ccccc3C2=O)C=C1C | ? | -6% | -2% | 2% | 0% | -1% | · | 0%
O=C(N/N=C/c1ccncc1)C12CC3CC(CC(C3)C1)C2 | -2% | 2% | 11% | 3% | i | -1% | 17% | 2%
CCc1ccccc1NC(=O)/C(C#N)=C\c1ccc(Sc2ccccc2)o1 | ? | 0% | 5% | -11% | -24% | 11% | -7% | 1%
N#Cc1ccc(OCCOCCNC2CCCC2)cc1 | 9% | 7% | 11% | 4% | -4% | 5% | -5% | 0%
CC(=O)N1CC2(CC2)CC1c1ccccc1 (centres undefined) | -3% | 1% | 4% | 9% | -10% | 8% | · | -4%
Cn1c(=O)cc2c3c(c(N4CCCCC4)ccc31)C(=O)c1ccccc1-2 | 11µM* | ? | 16µM* | -1% | -17% | ? | ? | ?
CCOC(=O)c1c(-c2ccccc2)nc2ccc(Cl)cn12 | -7% | 0% | 4% | 6% | 4% | -5% | 8% | -2%
O=C(N/N=C/c1ccncc1)c1ccccc1OCc1ccc(Br)cc1 | -10% | 6% | 5% | -2% | -4% | -1% | 8% | -2%
O=C(O)CCC(=O)NCCn1c(-c2ccccc2)csc1=Nc1ccccc1 | ? | -2% | -17% | 2% | i | -6% | 2% | -1%
CS(=O)(=O)N1CCC(C(=O)Nc2cccc(C(F)(F)F)c2)CC1 | -1% | -2% | 8% | ? | 1% | -6% | 4% | -1%
O/N=C\c1cccn1-c1ccc(Br)cc1 | -8% | -4% | 8% | 3% | -8% | 11% | · | -7%
COc1ccc(C(C)=O)cc1COc1cc(C)c(Cl)c(C)c1 | -6% | -4% | -3% | -4% | -8% | -2% | 11% | -2%
CC(C)(C)c1cc(C(=O)N/N=C/c2ccccc2O)n(-c2ccccc2)n1 | -10% | -2% | -16% | ? | 5% | 6% | -6% | -4%
Nc1nc(SCC(=O)Nc2ccc(Cl)cn2)n[nH]1 | -2% | -3% | 7% | 3% | -3% | 8% | -5% | -1%
CC(CO)Nc1nc(SCc2ccccc2)nc2sc3c(c12)CCC3 (centres undefined) | ? | 7% | 10% | -5% | i | 17% | -4% | 0%
CC(C)[C@H](NS(=O)(=O)/C=C/c1ccccc1)C(=O)OCC(=O)NC(N)=O | -5% | 14% | -6% | -15% | i | 9% | · | -1%
CCOC(=O)N1CCc2c(sc3c2c(=O)n(-c2ccc(CC)cc2)c(=O)n3Cc2cccc(Cl)c2)C1 | 4% | -6% | · | · | · | 1% | · | -2%
CC(=O)Nc1ccccc1-c1nc2ccccc2nc1OCC(=O)c1ccc(Br)cc1 | ? | -10% | 2% | -3% | 1% | 5% | 6% | -1%
CCCCOc1ccc(OCCNS(=O)(=O)N(C)C)cc1 | -6% | -4% | -1% | 6% | -7% | 2% | 8% | 0%
CCOC(=O)c1sc(=S)n(C)c1NC(=O)c1ccc(F)cc1 | ? | -2% | -30% | 4% | -9% | ? | 8% | -5%
N#CCCN(C(=O)COC(=O)COc1ccc(Cl)cc1)c1ccccc1 | -1% | -1% | 3% | -8% | -16% | -1% | -17% | 0%
CC(=O)Nc1ccc(OCC=C(Cl)Cl)cc1 | -7% | -14% | -11% | -2% | 0% | 8% | 5% | -2%
Cc1ccc(-n2cccc2/C=C2/C(=N)N3C(=NC2=O)SN=C3S(C)(=O)=O)cc1 | -10% | 17% | 66%[activator] | 5% | 25µM* | 2% | ? | -16%
Cc1cccc(C)c1N(CC(=O)Nc1cc(Cl)ccc1Oc1ccccc1)S(C)(=O)=O | -14% | -5% | 2% | -6% | -15% | -5% | 1% | -3%

Reprinted from the part before: two entries, followed by the next part.
SMILES | Tau ThT inhib | TRb-SRC2 inh | RGS12 GoLoco inh | JMJD2E inh | RECQ1 helicase | Tau fibril FP | L3MBTL1 inh | TR SRC2 fluor cs
Cc1ccc(-n2cccc2/C=C2/C(=N)N3C(=NC2=O)SN=C3S(C)(=O)=O)cc1 | -10% | 17% | 66%[activator] | 5% | 25µM* | 2% | ? | -16%
Cc1cccc(C)c1N(CC(=O)Nc1cc(Cl)ccc1Oc1ccccc1)S(C)(=O)=O | -14% | -5% | 2% | -6% | -15% | -5% | 1% | -3%
CCOC(=O)c1ccc2c(c1)n(CCO)c(C)[n+]2CC | -4% | -2% | 1.6µM* | -3% | -12% | 8% | 2% | 2%
CCN(CC)CCNC(=O)Cc1nn(CC)c(=O)c2ccccc12 | 1% | -7% | 0% | -6% | i | 1% | -3% | 2%
CC(C)(C)OC(=O)N1CCC(c2c(C(=O)N3CCCCC3)cnn2-c2ccc(Cl)cc2)CC1 | -6% | 1% | · | · | · | -5% | · | 0%
Cc1cccc(Cl)c1NC(=O)N1CCCN(c2nc3ccc(Cl)cc3s2)CC1 | ? | 9% | -4% | 2% | -4% | 5% | 3% | 2%
CCOC(=O)c1sc2nccc(N(C)C)c2c1N=CN(C)C | -4% | -2% | 5% | ? | 8% | 5% | · | -1%
O=C(CCCn1c(=O)c2sccc2n(Cc2cc(=O)n3ccccc3n2)c1=O)NCc1ccco1 | -4% | 2% | 2% | ? | i | 3% | -6% | 3%
COc1ccc(CN2C(=O)CCC2(C)C(=O)NC2CCCCC2)c(OC)c1 (centres undefined) | -6% | 1% | 14% | 1% | -3% | 5% | 3% | -4%
CCOC(=O)/C(=C/c1c[nH]c2ccccc12)NC(C)=O | ? | -1% | 6% | -4% | i | -5% | -2% | -4%
Cn1c(C(=O)Nc2cccc(C(F)(F)F)c2)cc2c(=O)n3ccccc3nc21 | 1% | ? | · | · | · | 3% | · | 45µM*[quencher]
COc1cccc(OC)c1C(=O)Nc1nc2ccc([N+](=O)[O-])cc2s1 | ? | 0% | 12% | -1% | 4% | 4% | -4% | -3%
Fc1ccc(NC(=S)NCc2ccccc2Cl)cc1 | 0% | -2% | 5% | 15% | i | 1% | -2% | 0%
COc1cc(/C=C/CN2CCN(CCC(C)C)C(CCO)C2)ccc1O (centres undefined) | -20% | -5% | 14% | -4% | -5% | -4% | -4% | 0%
c1ccc(-c2cc(-c3ccc(N4CCOCC4)cc3)nc3ccccc23)cc1 | ? | 6% | -2% | ? | -17% | 14% | 67%[activator] | 0%
Cc1nn(-c2ccc(C(F)(F)F)cn2)c(C)c1Oc1ccccc1O | ? | -4% | 2% | -11% | -9% | ? | · | -3%
C#CCn1c(=NC(=O)c2ccc(Br)s2)sc2cccc(OC)c21 | ? | 6% | 8% | ? | -7% | -5% | 15% | -1%
Cc1cc(C)c(S(=O)(=O)N(C)CC(=O)NCc2ccncc2)c(C)c1 | -5% | -1% | 16% | 3% | -4% | -6% | -2% | 0%
S=C1NCN(C2CCCCC2)CN1CCc1ccccc1 | -15% | 8% | 2% | 1% | -3% | -3% | -17% | 3%
S=C(N/N=C/c1ccc2ncccc2c1)Nc1ccccc1 | ? | 0% | -1% | -1% | -3% | 5% | 4% | -2%
Cc1ccc(NC(=O)Cn2c(=O)n(-c3ccccc3)c(=O)c3ccc(C(=O)NCc4ccc5c(c4)OCO5)cc32)cc1 | 15% | 4% | · | · | · | ? | · | 0%

Only part of the results is shown; rates above refer to the full screens.
